OX1R antag: OX1R (human) antagonism; O43613; OX1R-expressing cells, FRET antagonist read-out; inhibition, % at 6.6 µM; 1.8% of 330,000 active; in the data active = inhibition mostly above about 38%, no sharp cut-off; inactive = mostly below about 40%;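 also: 0% = agonist challenge alone and 100% = reference antagonist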
Target sequence (O43613 whole entry, looked up): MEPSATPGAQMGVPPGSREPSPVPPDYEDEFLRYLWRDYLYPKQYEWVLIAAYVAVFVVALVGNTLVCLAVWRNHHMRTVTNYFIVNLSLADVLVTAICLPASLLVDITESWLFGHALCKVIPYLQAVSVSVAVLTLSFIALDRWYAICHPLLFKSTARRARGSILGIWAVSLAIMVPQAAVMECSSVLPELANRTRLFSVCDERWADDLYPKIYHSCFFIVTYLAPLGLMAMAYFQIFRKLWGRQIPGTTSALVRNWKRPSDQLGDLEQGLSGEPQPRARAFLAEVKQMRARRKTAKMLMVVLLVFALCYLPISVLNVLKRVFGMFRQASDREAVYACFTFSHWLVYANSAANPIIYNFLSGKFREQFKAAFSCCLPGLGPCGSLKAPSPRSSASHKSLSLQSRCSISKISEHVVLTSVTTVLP
STK33 kinase inh: inhibitors of human STK33 kinase; Q9BYT3; purified STK33, MBP phosphorylation, ADP-Glo luminescence; inhibition, % at 10 µM; 0.073% of 320,000 active; AID 2661;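 active = inhibition at or above 25%, using the most active replicate where run in duplicate; inactive = inhibition below 25%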
Target sequence (Q9BYT3 whole entry, looked up): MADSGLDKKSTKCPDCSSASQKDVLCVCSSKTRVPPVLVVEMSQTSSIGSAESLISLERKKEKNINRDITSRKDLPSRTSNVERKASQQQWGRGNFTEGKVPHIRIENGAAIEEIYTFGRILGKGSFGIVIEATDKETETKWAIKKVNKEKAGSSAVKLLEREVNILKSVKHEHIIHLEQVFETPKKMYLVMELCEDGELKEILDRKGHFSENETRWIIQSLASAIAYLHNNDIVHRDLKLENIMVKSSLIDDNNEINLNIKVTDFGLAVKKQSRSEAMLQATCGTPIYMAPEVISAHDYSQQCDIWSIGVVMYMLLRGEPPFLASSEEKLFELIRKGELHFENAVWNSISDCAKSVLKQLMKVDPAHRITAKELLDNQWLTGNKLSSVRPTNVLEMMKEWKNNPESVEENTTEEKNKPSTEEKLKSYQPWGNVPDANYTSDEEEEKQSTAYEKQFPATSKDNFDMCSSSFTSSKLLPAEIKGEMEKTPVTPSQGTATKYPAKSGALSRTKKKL
The depositor's hits bear a star; x = no result given. Rows were taken by chance; 1.8% or so of the library scored in one or more.

SMILES | OX1R antag | STK33 kinase inh
CCCCc1c(C)nc2ccc(OC)cc2c1SCCC(=O)O | 25 | -0.7
Cc1ccc(S(=O)(=O)Nc2c(NC3CCCCC3)c3ccccc3oc2=O)cc1 | 41 | 5.2
COc1cc(/C=N/O)ccc1OCc1ccc([N+](=O)[O-])cc1 | 22 | 0.5
Cc1ccc(/C([O-])=C(/C(=S)Nc2ccc(SC(F)F)cc2)[n+]2ccccc2)cc1[N+](=O)[O-] | 8 | -2.1
Cc1cc(F)ccc1NC(=O)Cn1c(C)csc1=O | -3 | -0.7
CCOC(=O)C1CCN(C(=O)Cn2cccc2C(=O)c2ccccc2)CC1 | 6 | -1.2
CC(=O)c1ccc(N2CCN(CC(=O)NCc3ccccc3)CC2)cc1 | 3 | 0.4
CC1(C)Cc2c(sc(/N=C/N3CCCCC3)c2C#N)C(C)(C)N1 | 7 | -2.5
CCOC(=O)C1CCN(C(=O)Cc2ccc(C)cc2)CC1 | 8 | -2.3
CCCc1cc(=O)[nH]c(SCC(=O)c2c(N)n(CC(C)C)c(=O)n(C)c2=O)n1 | 11 | -0.6
COc1ccc(C2SCC(=O)N2c2c(C)n(C)n(-c3ccccc3)c2=O)cc1 (stereo not drawn) | 3 | -0.8
CCNC(=O)COC(=O)c1cc(-c2ccco2)nc2ccccc12 | 27 | -0.7
COc1cccc2sc(N(CCCN(C)C)C(=O)c3ccc(S(=O)(=O)N4CCc5ccccc5C4)cc3)nc12 | 10 | 2.0
Cc1ccc(Nc2ncnc3ccccc23)cc1 | 14 | -1.4
CC(C)n1nnnc1SCC(=O)Nc1ccc2c(c1)OCCO2 | 5 | 0.4
C=CCc1cc(C)ccc1OCCOCCn1ccnc1 | 14 | -0.4
Nc1ncnc2c1ncn2[C@@H]1O[C@H](CNCc2ccccc2OCc2ccc(Cl)cc2Cl)[C@@H](O)[C@H]1O | 17 | -0.3
COC(=O)c1cc(OC)c(OC)cc1NCC(=O)Nc1ccc(OC)c(OC)c1 | 10 | 0.2
COc1ccc(NC(=O)COc2coc(CN3CCCc4ccccc43)cc2=O)cc1 | 8 | -0.9
CC(C)OC(=O)CCC(=O)Nc1nc2ccccc2s1 | 9 | 0.2

Compounds from the list above that have two or more sulfur atoms (2):
SMILES | OX1R antag | STK33 kinase inh
Cc1ccc(/C([O-])=C(/C(=S)Nc2ccc(SC(F)F)cc2)[n+]2ccccc2)cc1[N+](=O)[O-] | 8 | -2.1
COc1cccc2sc(N(CCCN(C)C)C(=O)c3ccc(S(=O)(=O)N4CCc5ccccc5C4)cc3)nc12 | 10 | 2.0

Full records as entered above. Screens in order: OX1R antag | STK33 kinase inh
Entry for CCCCc1c(C)nc2ccc(OC)cc2c1SCCC(=O)O : 25 | -0.7
Entry for COc1ccc(C2SCC(=O)N2c2c(C)n(C)n(-c3ccccc3)c2=O)cc1 (stereo not drawn) : 3 | -0.8

Other records follow.
SMILES | OX1R antag | STK33 kinase inh
Cn1ccnc1SCc1ccc([N+](=O)[O-])cc1 | 20 | 0.6
Cc1ccc(NC(=O)c2ccc(=O)[nH]n2)cc1S(=O)(=O)Nc1ccc(SC(F)F)cc1 | 1 | -1.0
CCOc1ccc(N(CC(=O)NC2CCCC2)C(=O)CCCC(=O)Nc2ccccn2)cc1 | 36 | -1.2
COc1ccc(C2CC(c3ccccc3)=NN2C(=O)COC(=O)COc2ccccc2)cc1 (stereo not drawn) | 21 | 0.4
CCCCC[C@@H]1C=C(C(=O)O)[C@H](c2ccc(F)cc2)N1S(=O)(=O)c1ccc(C)cc1 | 13 | -1.7
C/C(=N\NC(=O)COc1ccc(C#N)cc1)c1ccc(N2CCOCC2)cc1 | 18 | -1.5
COC(c1ccccc1)c1nnc(CCC(=O)N(C)Cc2cccc(-n3cccn3)c2)o1 (stereo not drawn) | 8 | -0.3
CC(C)(C)c1ccc(C(=O)CS(=O)(=O)c2ccccc2)cc1 | 16 | 0.2
CCn1c(-c2cccc(Cl)c2)n[nH]c1=S | 21 | -0.9
COc1cccc(N2CCN(c3ccc4nnc(CCC(=O)Nc5ccccn5)n4n3)CC2)c1 | -2 | 0.5
CC(=O)Nc1ccc(NC(=O)COC(=O)[C@@H](NC(=O)c2ccc(F)cc2)C(C)C)cc1 | 3 | -1.3
O=C(Nc1ccc(Br)cc1)C1CC(c2c(F)cccc2Cl)=NO1 (stereo not drawn) | 14 | 0.2
Cc1cc(N/N=C/c2ccccc2)nc(N)n1 | 21 | -0.3
O=C(NC1CCN(Cc2ccccc2)CC1)C1CCN(S(=O)(=O)c2cccc3cccnc23)CC1 | 14 | -0.4
CC(C)NC(=O)C(=O)NNC(=O)C12CC3CC(CC(C3)C1)C2 | 28 | 5.9
O=C(Nc1cc(C(F)(F)F)ccc1N1CCOCC1)c1cn2ccccc2n1 | 17 | -0.2
C/C(=N\NC(=O)c1cccnc1)c1cccc([N+](=O)[O-])c1 | 29 | 1.0
COCCNC(=S)Nc1ccccn1 | 14 | -0.7
CCCNS(=O)(=O)c1ccc(C(=O)NCC2CCCO2)cc1 (stereo not drawn) | -3 | -2.1
CCCN1CCN(C(c2cc3cc4c(cc3[nH]c2=O)OCO4)c2nnnn2C(C)(C)C)CC1 (stereo not drawn) | 17 | -1.3

SMILES | OX1R antag | STK33 kinase inh
Cc1cc(=O)n2c3c(sc2n1)C(=O)N(Cc1ccccc1)C3=O | 18 | 0.1
Cc1cc(-c2ccc(C)c(S(=O)(=O)NCC3CCN(Cc4ccc(F)cc4)CC3)c2)on1 | 12 | 1.7
CC(C)c1nnc(SCC(=O)N2CCOCC2)n1C | 9 | 1.0
C=CCn1c(SCC(=O)c2cc(C)n(Cc3cccs3)c2C)nnc1-c1ccncc1 | 26 | 0.7
O=C(Nc1nccs1)c1csc2c1CCCC2 | 29 | 1.9
Cc1onc(-c2ccccc2Cl)c1C(=O)Nc1ccc(-n2nncc2-c2ccco2)cc1 | 11 | -0.1
CCCNC(=O)NS(=O)(=O)c1cnccc1Sc1ccc(Cl)c(Cl)c1 | 12 | -2.3
CCNC(=O)CN(Cc1ccccc1)S(=O)(=O)c1ccccc1 | 6 | -3.5
CN(C)S(=O)(=O)c1ccc(S(=O)(=O)NCc2cccs2)cc1 | 6 | -1.5
COc1ccc(N2CCN(C(=O)C3CC(=O)N(c4ccc(C)cc4)C3)CC2)cc1 (stereo not drawn) | 33 | 1.2
Cc1cc(NC(=O)C2CC(=O)N(c3cccc(C)c3C)C2)no1 (stereo not drawn) | 11 | 1.5
O=C(NCCc1ccc(F)cc1)C(=O)Nc1cc2c3c(c1)CC(=O)N3CCC2 | 0 | 1.4
C=C(C)c1cccc(C(C)(C)NC(=O)NCc2ccc(OC)c(OC)c2)c1 | 25 | 0.4
Cc1cc(S(=O)(=O)N2CCN(c3ccccc3O)CC2)c(C)s1 | 10 | -0.9
COc1ccc2c(c1)C(=C(C#N)C#N)C(=O)N2CCc1ccccc1 | 4 | 0.0
CCN(CC)S(=O)(=O)c1cccc(C(=O)OCC(=O)Nc2ccc3c(c2)c2ccccc2n3CC)c1 | 14 | 0.4
O=C(NN1C(=O)/C(=C/c2cccc(O)c2)SC1=S)c1ccccc1O | 18 | 0.4
COc1cc(NC(=O)C2CCCN(S(=O)(=O)c3ccc4c(c3)oc(=O)n4C)C2)cc(OC)c1 (stereo not drawn) | 22 | -0.6
Cc1cc(C)n(/N=C\c2c(O)ccc3ccccc23)c(=O)c1C(N)=O | 18 | -0.8
COc1ccccc1CNC(=O)CN1C(=O)NC(c2ccccc2)(c2ccccc2)C1=O | 14 | -2.0

Value order: OX1R antag	STK33 kinase inh
COC(=O)[C@@]1(Cc2ccccc2)[C@H]2C(=O)N(Cc3ccccc3)C(=O)[C@H]2[C@H]2CN=C(SCc3ccccc3)N21
→ 16	x
CCC(C)(C)n1nnnc1CN1CCN(c2nc3cc(OC)ccc3cc2C#N)CC1
→ 30	-1.2
CC(C)(C)c1ccc(OCC(=O)N2CCN(c3ccccn3)CC2)cc1
→ 6	-0.9
O=C(O)c1cc2[nH]c3c(c2cc1Cl)CCCC3
→ 18	-2.7
COc1ccc(NC(=O)Cn2c(=O)n(CC(=O)NCc3ccco3)c(=O)c3ccccc32)cc1
→ 5	0.1
CC(=O)C1=NOC2C(=O)N(c3ccccc3)C(=O)C12 (stereo not drawn)
→ 5	-2.2
CC1=C(C(=O)OC2CCCCC2)C(c2ccccc2)NC(=O)N1 (stereo not drawn)
→ 14	-1.6
COc1cccc(OCc2cc(/C=N/Nc3ccc(C(=O)O)cc3)ccc2OC)c1
→ 13	-0.3
CC1CCN(c2nc3ccccc3n2CC(=O)c2ccccc2)CC1
→ 10	-0.8
COc1ccc(-c2cc(=Nc3ccc(C)cc3)c3ccccc3o2)cc1
→ 50	-0.3
CCC(C)NC(=O)C1c2cc(OC)c(OC)cc2C(=O)N(C)C1c1ccc(OC)cc1 (stereo not drawn)
→ 13	-0.1
COC(=O)C1=C(C)NC(=S)NC1c1ccc(-c2cc(Cl)ccc2Cl)o1 (stereo not drawn)
→ 56*	-0.9
CCOC(=O)N1CCN(S(=O)(=O)c2ccc(C)c(C(=O)NC3CCCCC3)c2)CC1
→ 11	-0.4
CCN1C(=O)/C(=C/C=C2/Sc3ccccc3N2CCO)SC1=S
→ 43	0.1
O=S1(=O)CCC(SCc2nc3sccn3c2Br)C1 (stereo not drawn)
→ -4	-0.3
CCOc1ccc(NC(=O)NNC(=O)COc2ccc3ccccc3c2)cc1
→ -11	-1.6
CC(C)Oc1ccc2nnnn2n1
→ 9	-0.9
CCn1ncc(/C=C/C(=O)Nc2c(C)nn(Cc3ccc(Cl)cc3Cl)c2C)c1C
→ 0	1.8
Cc1ccc(NC2CCCN(C(=O)c3ccc(F)cc3)C2)cc1C (stereo not drawn)
→ 9	0.8
CC1CCN(C(=O)c2[nH]cnc2C(=O)N[C@H](C)c2ccccc2)CC1
→ 6	-0.6
CCc1ccc(NC(=O)Nc2ccncc2)cc1
→ 17	0.8
Cc1cc(NC(=O)COC(=O)c2ccccc2Cl)no1
→ 0	-1.5
COc1ccc(NC(=O)CN2C(=O)NC3(CCCCCC3)C2=O)cc1Cl
→ 9	-0.7
CCc1c(O)nc(SCC(=O)Nc2ccc(Br)cc2)n(-c2ccc(C)cc2)c1=O
→ 15	0.7
CC(c1ccco1)N(C(=O)C12CC3CC(CC(C)(C3)C1)C2)c1ccccn1 (stereo not drawn)
→ 16	-0.6
COc1cccc(NC(=O)CN(C)C(=O)c2cc(-c3ccccc3)nn2-c2ccccc2)c1
→ 24	-2.0
CCN(CC)CCN(Cc1cc2cc(C)ccc2[nH]c1=O)C(=O)Nc1ccccc1OC
→ 20	-1.6
CCOC(=O)C1(Cc2ccccc2)CCN(Cc2cnc(N3CCOCC3)s2)CC1
→ 11	0.3
CN1C(=O)/C(=C/c2coc3ccc(O)cc3c2=O)SC1=S
→ 12	-0.2
Cc1ccc(C(=O)c2ccccc2C(=O)OCC(=O)NCCc2ccccc2)cc1
→ 11	-0.6

Ordered by length of the SMILES (highest first): some entries from above.
Value order: OX1R antag	STK33 kinase inh
Cc1onc(-c2ccccc2Cl)c1C(=O)Nc1ccc(-n2nncc2-c2ccco2)cc1
→ 11	-0.1
C=C(C)c1cccc(C(C)(C)NC(=O)NCc2ccc(OC)c(OC)c2)c1
→ 25	0.4
COc1ccc2c(c1)C(=C(C#N)C#N)C(=O)N2CCc1ccccc1
→ 4	0.0
Cn1ccnc1SCc1ccc([N+](=O)[O-])cc1
→ 20	0.6
CC(C)c1nnc(SCC(=O)N2CCOCC2)n1C
→ 9	1.0
CCc1ccc(NC(=O)Nc2ccncc2)cc1
→ 17	0.8
Cc1ccc(Nc2ncnc3ccccc23)cc1
→ 14	-1.4

Going on with the list.
Value order: OX1R antag	STK33 kinase inh
CN(C(=O)c1ccc(NC(=O)Cc2ccc([N+](=O)[O-])cc2)cc1)C1CCCC1
→ -1	-0.7
Cc1ccccc1C(=O)c1cccn1CC(=O)NC(C)CCc1ccccc1 (stereo not drawn)
→ 28	1.9
CCC(=O)N1CCc2cc(S(=O)(=O)NCCCN3CCN(Cc4ccccc4)CC3)ccc21
→ 13	-0.2
O=C(NCc1ccco1)Nc1ccccc1Cl
→ 37	-0.4
COc1ccc(S(=O)(=O)N2CCOC2CNC(=O)C(=O)NCCN2CCOCC2)cc1 (stereo not drawn)
→ 8	-2.1
CN1CCN(C(=O)C2=C[C@@H](c3coc4ccccc4c3=O)C[C@@H](OCCCCO)O2)CC1
→ 34	0.0
COc1ccc(CCNC(=O)CSc2nccc(=O)[nH]2)cc1OC
→ 5	-0.5
O=C(Nc1ccccc1-c1ccccc1)C1CCCCC1
→ 14	-0.6
O=C(Nc1ccc2oc(=O)ccc2c1)c1ccc(-c2cccc([N+](=O)[O-])c2)o1
→ 4	-1.1
Cc1ccc(-n2ncc3c2CC(C)(C)CC3NC(=O)c2ccccn2)cc1 (stereo not drawn)
→ 4	0.4
Cc1ccc(NC(=O)N(Cc2ccco2)C(C)c2ccco2)cc1C (stereo not drawn)
→ 16	-0.5
COc1ccc(C(=O)Nc2ccnn2C2CCN(C(C)CSC)CC2)cc1 (stereo not drawn)
→ 5	-0.4
CCOC(=O)C1CCCN(C(=O)c2cccc(S(=O)(=O)N3CC(C)OC(C)C3)c2)C1 (stereo not drawn)
→ 5	x
O=c1cc(-c2ccc(F)cc2)[nH][nH]1
→ 17	0.5
CCCCNC(=O)O/N=C(\N)CS(=O)(=O)C(C)(C)C
→ 7	0.1
CCCCCCSc1ccc(-c2nc3ccc(C)cn3c2NCc2ccccc2)cc1
→ 9	0.0
COc1ccc(C2C(C#N)=C(C)NC(C)=C2C#N)c(OC)c1
→ 23	-1.2
CC(=O)c1sc(NC(=O)C2CCN(C(=O)c3ccc(F)cc3)CC2)nc1-c1ccccc1
→ 13	x
COc1ccc(-n2ncc(C(C)NS(=O)(=O)c3ccc(C(C)=O)cc3)c2C)cc1 (stereo not drawn)
→ -2	0.4
Cc1c(NC(=O)/C(C#N)=C/c2ccc(-c3cccc(Cl)c3)o2)c(=O)n(-c2ccccc2)n1C
→ 75*	-0.9
COc1ccc(CCNC(=O)CN(C)S(=O)(=O)c2ccc3c(c2)CCC(=O)N3)cc1OC
→ 4	-1.9

Screening data (PubChem BioAssay)
